Compound activity: PubChem, National Center for Advancing Translational Sciences (NCATS)
PI5P4Ka inh – PI5P4K alpha (human) kinase inhibition; 330,000 tested, 1.2% active; max response, %; P48426; PI5P4Kalpha enzyme, ADP-Glo luminescence, 60 min; hits give low values; active = max response of -50% or lower; inconclusive = between -30% and -50%; inactive = -30% or higher; also: value at the top dose of about 77 µM; % is scaled to controls: 0 for no effect and ±100 for the full control effect
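Enzyme plus substrate dispensed, test compounds pinned in, then ATP (5 microM final) added. After 60 min at RT, ADP-Glo reagent 1 for 45 min and reagent 2 for 30 min preceded luminescence imaging.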
WRN inhibitor – WRN helicase (human) inhibition. Q14191. WRN helicase unwinding, fluorescent forked duplex, kinetic. Potency, µM (top dose mostly 114 µM), inactives show at the top dose activity change, negative = inhibition, actives largely listed as inhibitors. 360,000 tested, 0.46% active. AID 651768; also: potency is read from the fitted curve at half-maximal effect; % is scaled to controls: 0 for no effect and ±100 for the full control effect; nearly all actives have a fitted effect of over 55% in size
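WRN at 20 nM final was preincubated with compound for 15 min at room temperature; reaction started with 100 nM forked duplex oligonucleotide carrying fluorophore and quencher plus 2 mM ATP (final). Unwinding followed kinetically by red fluorescence (ex 525/em 598 nm).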
PLK1 PBD block – PLK1 (human) polo-box domain binding inhibition. P53350. Plk1 PBD binding of FITC phosphopeptide, fluorescence polarization. Potency, µM, for inactives: max response, negative = inhibition, usual class: inhibitors. 360,000 tested, 2.8% active; also: potency is read from the fitted curve at half-maximal effect; series mostly up to about 57 µM; % is scaled to controls: 0 for no effect and ±100 for the full control effect; nearly all actives have a fitted effect of over 65% in size
EPAC1 antag – blocks human EPAC1 exchange factor. EPAC1 GEF assay, Rap1b-BODIPY-GDP exchange fluorescence. O95398. 360,000 tested, 0.14% active. Potency, µM (doses to about 115 µM), for the others: top-dose activity change, negative = inhibition, most hits filed as inhibitors;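 also: potency is read from the fitted curve at half-maximal effect; plate controls were vehicle for no effect and positive control for full effect; nearly all actives have a fitted effect of over 50% in size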
Target sequence (O95398 whole entry, looked up): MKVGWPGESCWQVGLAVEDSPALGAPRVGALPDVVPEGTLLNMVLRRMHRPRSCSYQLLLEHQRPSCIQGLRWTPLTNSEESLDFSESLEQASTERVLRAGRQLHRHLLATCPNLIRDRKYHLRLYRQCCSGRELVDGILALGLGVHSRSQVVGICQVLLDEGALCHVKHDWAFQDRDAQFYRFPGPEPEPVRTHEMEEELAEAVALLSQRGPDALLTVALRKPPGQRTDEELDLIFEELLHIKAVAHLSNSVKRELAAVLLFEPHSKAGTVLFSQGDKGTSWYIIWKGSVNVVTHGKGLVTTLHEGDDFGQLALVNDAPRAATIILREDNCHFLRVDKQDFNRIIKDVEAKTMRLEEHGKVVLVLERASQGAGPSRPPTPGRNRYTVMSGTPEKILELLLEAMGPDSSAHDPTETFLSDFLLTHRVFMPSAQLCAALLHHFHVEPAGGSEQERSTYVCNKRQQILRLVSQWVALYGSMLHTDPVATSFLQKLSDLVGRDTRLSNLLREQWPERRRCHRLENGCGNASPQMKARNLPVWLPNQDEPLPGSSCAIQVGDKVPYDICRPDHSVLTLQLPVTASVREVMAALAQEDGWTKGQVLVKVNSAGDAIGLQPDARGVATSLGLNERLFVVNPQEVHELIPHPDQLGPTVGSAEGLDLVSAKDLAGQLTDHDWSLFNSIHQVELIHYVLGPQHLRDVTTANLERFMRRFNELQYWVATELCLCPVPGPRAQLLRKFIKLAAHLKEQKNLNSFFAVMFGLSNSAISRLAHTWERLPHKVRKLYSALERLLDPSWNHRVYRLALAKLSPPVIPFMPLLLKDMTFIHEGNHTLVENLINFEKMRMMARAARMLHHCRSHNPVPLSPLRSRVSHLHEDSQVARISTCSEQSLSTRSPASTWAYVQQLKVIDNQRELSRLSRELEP
EPAC2 antag – blocks human EPAC2 exchange factor. Q8WZA2. EPAC2 GEF exchange of Rap1B-BODIPY-GDP, fluorescence. Potency, µM (titrated, usually from 114 µM), without a hit: at the highest dose activity, negative = inhibition, usual class: inhibitors. 360,000 tested, 0.18% active; also: potency is read from the fitted curve at half-maximal effect; % is scaled to controls: 0 for no effect and ±100 for the full control effect; nearly all actives have a fitted effect of over 45% in size; many of its hits are not listed in these tables
EPAC1 ag – agonists of human EPAC1. O95398. EPAC1 agonist qHTS, biochemical assay; response scale: 100% = response to 6.5 mM cAMP. Potency, µM (doses to about 154 µM), for the others: top-dose activation, usual class: activators. 360,000 tested, 0.073% active. AID 720707; also: potency is read from the fitted curve at half-maximal effect; nearly all actives have a fitted effect of over 60% in size
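Nucleotide exchange by EPAC1 (100 nM) on Rap1B–BODIPY-GDP (250 nM) in the presence of 50 uM GDP is tracked fluorescently at 480/540 nm over 30 min. Signals are normalized to a 6.5 mM cAMP control.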
Mm-Cpn inhibitor – M. maripaludis TRiC chaperonin inhibition. purified Mm-Cpn ATPase, ADP Transcreener TR-FRET. 330,000 tested, 0.031% active. Potency, µM (titrated, usually from 76.9 µM), for the others: at the highest dose activity, negative = inhibition, usual class: inhibitors; also: potency is read from the fitted curve at half-maximal effect; % is scaled to controls: 0 for no effect and ±100 for the full control effect; nearly all actives have a fitted effect of over 80% in size
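ATP (10 uM final) was added to archaeal chaperonin (25 nM final) after 10 min exposure to test compound at 37°C; after 30 min further incubation, ADP was detected by competitive TR-FRET.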
CCT chaperon mod – changes cytosolic chaperonin activity | AID 651819 | activity change, % (test concentration not listed), hits read low | purified chaperonin ATPase assay, HTRF ADP detection, 30 min | 360,000 tested, 0.3% active; in the data active = activity change below about -30%; also: % is scaled to controls: 0 for no effect and ±100 for the full control effect
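Nucleotide hydrolysis assay: TRiC at 20–40 nM final (set by batch activity) with 10 uM ATP, 30 min at 37 °C, in presence of 76 uM compound. Detection by competitive ADP HTRF, 30 min ambient.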
The depositor's hits bear a star; ? = inconclusive; / = no result given; ! = not active in a repeat; [ ] = remark or other dose. Unless noted, calls follow the shape of the dose curve; as a rule, active = well fitted curve in the direction sought with a large enough effect; inconclusive = small, poorly fitted or top-dose-only effect, or another doubt; inactive = no such curve, though single readings can be large; an effect the other way counts as inactive or inconclusive. Some of the compounds tested; rates above refer to the full screens.

#1 O=[N+]([O-])c1ccccc1OCCCNCc1ccccc1
#2 FC(F)(F)c1cccc(-c2cc(C3CCNCC3)[nH]n2)c1
#3 C/C(=N\OC(=O)c1ccc(F)cc1)c1sc(-c2ccc(Cl)cc2)nc1C
#4 Cc1cccc(C)c1-n1nnnc1C(c1cccc2ccccc12)N1CCN(C/C=C/c2ccccc2)CC1 (stereo not given)
#5 CC(=O)C1=CCC(c2ccccc2)N(S(=O)(=O)c2cccc(C)c2)C1 (stereo not given)
#6 COc1ccc(OC)c(Cc2nnc(CCC(=O)NC3CCCCC3)o2)c1
#7 CN1CCN(c2ccc(CNC(=O)c3ccc(-c4ccnn4C)c4ccoc34)cc2)CC1
#8 Cc1ccccc1OC(=O)c1cccnc1
compound no.,1,2,3,4,5,6,7,8
PLK1 PBD block,-7%,-2%,-1%,5%,-2%,1%,-9%,-1%
Mm-Cpn inhibitor,0%,1%,/,/,/,0%,/,3%
CCT chaperon mod,0.8,-0.7,-0.4,1.9,-1.8,-2.4,2.3,-1.3
WRN inhibitor,12%,-13%,-2%,-14%,-7%,3%,-15%,0%
EPAC1 antag,13%,-4%,6%,-6%,-23%,-18%,-11%,0%
EPAC1 ag,-10%,1%,17%,0%,4%,0%,0%,-2%
PI5P4Ka inh,-7,22,0,1,-8,1,4,0
EPAC2 antag,11%,-10%,-7%,31%[activator],0%,2%,-5%,6%

#9 CN(C)CCCOc1cccc(Oc2ccccc2)c1
#10 O=C(O)Cn1nnnc1SCC(=O)Nc1ccc(OC(F)(F)F)cc1
#11 O=C(CCC1CCCN(c2ncccn2)C1)NCc1ccccc1F (stereo not given)
#12 CCOC(=O)NC1=NCC(C)S1 (stereo not given)
#13 COc1ccc(S(=O)(=O)N2CCOCC2)cc1NC(=O)CN1CCN(C)CC1
#14 COc1cccc2c1C1(O)C2CCCCCCCCCC12OCCCO2 (stereo not given)
#15 COc1ccc(N2CCN(C(=O)CSc3ccc(C)cc3)CC2)cc1
#16 COc1ccc(C)cc1-n1nnnc1SCC1CCCO1 (stereo not given)
compound no.,9,10,11,12,13,14,15,16
PLK1 PBD block,-3%,-3%,-4%,-3%,-2%,-11%,-14%,24µM*
Mm-Cpn inhibitor,-3%,1%,1%,-4%,0%,/,-2%,2%
CCT chaperon mod,-3.0,0.1,-3.1,-1.8,3.0,-0.6,2.3,-0.9
WRN inhibitor,5%,-3%,-4%,9%,-4%,3%,1%,-1%
EPAC1 antag,1%,-3%,14%,6%,-8%,13%,-29%,0%
EPAC1 ag,1%,-4%,16%,-7%,9%,-4%,12%,-3%
PI5P4Ka inh,-6,2,6,1,-3,-5,1,2
EPAC2 antag,11%,10%,-4%,4%,2%,-1%,-5%,2%

5 entries from above, with two lines to a compound:
The line under a structure holds: PLK1 PBD block, Mm-Cpn inhibitor, CCT chaperon mod, WRN inhibitor, EPAC1 antag, EPAC1 ag, PI5P4Ka inh, EPAC2 antag
14. COc1cccc2c1C1(O)C2CCCCCCCCCC12OCCCO2 (stereo not given)
  -11%, /, -0.6, 3%, 13%, -4%, -5, -1%
16. COc1ccc(C)cc1-n1nnnc1SCC1CCCO1 (stereo not given)
  24µM*, 2%, -0.9, -1%, 0%, -3%, 2, 2%
9. CN(C)CCCOc1cccc(Oc2ccccc2)c1
  -3%, -3%, -3.0, 5%, 1%, 1%, -6, 11%
15. COc1ccc(N2CCN(C(=O)CSc3ccc(C)cc3)CC2)cc1
  -14%, -2%, 2.3, 1%, -29%, 12%, 1, -5%
12. CCOC(=O)NC1=NCC(C)S1 (stereo not given)
  -3%, -4%, -1.8, 9%, 6%, -7%, 1, 4%

Remaining list, next part:
#17 Cc1nc2cc(-c3ccccc3)sc2c(=O)n1N
#18 CS(=O)(=O)N1CCCC(C(=O)Nc2c(F)cccc2F)C1 (stereo not given)
#19 Cc1nn(Cc2ccccc2)c2c1C(c1ccc(Cl)cc1)C(C#N)=C(N)O2 (stereo not given)
#20 FC(F)(F)c1cc(Sc2ccccc2)nc(-c2ccccn2)n1
#21 CC(C)CCn1nc(C(=O)OCC(=O)NC(C)c2ccccc2)c2ccccc2c1=O (stereo not given)
#22 Cn1cnnc1Sc1cc(N2CCN(S(=O)(=O)c3ccccc3)CC2)ccc1[N+](=O)[O-]
#23 O=C1c2ccccc2C(=O)N1CCCCN(C(=O)c1cccc([N+](=O)[O-])c1)c1ccc(Cl)cc1
#24 CCOC(=O)c1ccc(CC(=O)c2ccc(O)cc2O)o1
compound no.,17,18,19,20,21,22,23,24
PLK1 PBD block,1%,?,27µM*,-3%,0%,-18%,2%,-1%
Mm-Cpn inhibitor,2%,0%,-4%,0%,/,-1%,0%,1%
CCT chaperon mod,-31*,-0.8,1.1,-1.4,-2.4,-2.6,0.2,-1.1
WRN inhibitor,-30%,6%,-19%,-13%,-4%,6%,-3%,-5%
EPAC1 antag,0%,-13%,-26%,-12%,-5%,-4%,0%,0%
EPAC1 ag,6%,7%,11%,4%,3%,-4%,8%,-1%
PI5P4Ka inh,-72*,-2,/,/,-14,1,/,-9
EPAC2 antag,8%,-1%,-18%,-6%,-10%,4%,-7%,-2%

#25 COc1ccc(NC(=O)CCNS(=O)(=O)c2ccccc2F)cc1S(N)(=O)=O
#26 C=CCn1c(N)c(C(=O)OCC(C)C)c2nc3ccccc3nc21
#27 COCCCN=C1NN=C(c2cc(C)n(-c3ccccc3)c2C)CS1
#28 CCCOc1cccc(C(=O)Nc2ccc(CN3CCOCC3)cc2)c1
#29 COc1ccccc1CN1CCN(Cc2cc(OC)c(OC)cc2OC)CC1
#30 CC(=O)Nc1ccc(NC(=O)c2ccc(-c3ccnn3C)c3ccoc23)cc1
#31 Cc1ccc2nc(SCCC(=O)O)cc(C)c2c1
#32 COc1cc(NC(C)CCCN)c2nc(C)ccc2c1Oc1ccc(F)cc1 (stereo not given)
compound no.,25,26,27,28,29,30,31,32
PLK1 PBD block,0%,-17%,-13%,3%,-12%,-12%,-15%,-12%
Mm-Cpn inhibitor,1%,-5%,2%,1%,-3%,/,-11%,/
CCT chaperon mod,0.4,-2.1,0.8,-0.7,-1.3,0.4,-2.6,-2.1
WRN inhibitor,18%,-19%,0%,5%,4%,-10%,0%,13%
EPAC1 antag,22%,-18%,-8%,0%,-3%,-25%,-2%,-6%
EPAC1 ag,3%,0%,-6%,-1%,10%,2%,11%,-10%
PI5P4Ka inh,1,-2,5,3,-5,-17,-4,-7
EPAC2 antag,0%,-17%,13%,8%,4%,12%,-4%,0%

#33 O=C(Cc1ccc(-n2cccc2)cc1)NC1CCCCC1
#34 CCCCN(C(=O)NC(=O)C1=C(N2CCOCC2)/C(=C/c2ccccc2)CC1)S(C)(=O)=O
#35 Cc1ccnc(NC2CCCCC2)c1
#36 Cc1ccccc1NS(=O)(=O)c1nnc(NC(=O)C(C)C)s1
#37 Cc1ccc2nc(NC(=O)CN(C)S(=O)(=O)c3ccc(Br)s3)sc2c1
#38 CCC(Oc1ccccc1)C(=O)NCCOC (stereo not given)
#39 CCN1C(=O)c2cccc3c(NS(=O)(=O)c4ccc(NC(C)=O)cc4)ccc1c23
#40 CN(C)CCNC(=O)Cc1ncc(C(F)(F)F)cc1Cl
compound no.,33,34,35,36,37,38,39,40
PLK1 PBD block,0%,34µM*!,-11%,-25%,-3%,?,-3%,35%[activator]
Mm-Cpn inhibitor,-1%,0%,0%,1%,-8%,-2%,-6%,2%
CCT chaperon mod,-1.6,2.9,-2.2,0.6,1.2,0.9,-5.3,-1.3
WRN inhibitor,-19%,-10%,2%,-8%,-21%,1%,1%,-8%
EPAC1 antag,0%,12%,-20%,1%,-14%,2%,-1%,-9%
EPAC1 ag,0%,0%,8%,7%,22%,8%,5%,-11%
PI5P4Ka inh,-25,/,1,5,0,11,/,-2
EPAC2 antag,-2%,11%,-1%,-7%,-14%,8%,-3%,7%

#41 COc1ccccc1CNCc1ccc(C)cc1
#42 COc1cccc(-c2nc(-c3ccc(NC(=O)c4ccncc4)cc3)no2)c1
#43 CCCOc1ccccc1NC(=O)Nc1ccccc1Cl
#44 O=C(c1ccccc1Cl)N1CCN(S(=O)(=O)N2CCCCC2)CC1
#45 CS(=O)(=O)Nc1ccc(C(=O)NCCC2=CCCCC2)cc1
#46 CCOC(=O)[C@H]1[C@H]2COc3ccc(Cl)cc3[C@@H]2N2C(=O)c3cc(F)c(F)cc3NC(=O)[C@@]12C
#47 O=C(c1cccc(Cl)c1)N1CCN(c2ncccn2)CC1
compound no.,41,42,43,44,45,46,47
PLK1 PBD block,5%,3%,-9%,-4%,-4%,-5%,3%
Mm-Cpn inhibitor,0%,0%,-1%,3%,/,0%,-3%
CCT chaperon mod,0.4,2.0,-2.6,-0.7,1.7,-1.6,1.1
WRN inhibitor,13%,-10%[57.1 µM],4%,6%,1%,-8%,0%
EPAC1 antag,-4%,0%,1%,-4%,-13%,-28%,3%
EPAC1 ag,-2%,-1%,-5%,0%,0%,-10%,-2%
PI5P4Ka inh,-3,-3,7,1,-5,-3,-1
EPAC2 antag,20%,-1%,11%,6%,-7%,8%,4%

Grouped by structure: the compounds so far with a furan ring, fused or not.
#7 CN1CCN(c2ccc(CNC(=O)c3ccc(-c4ccnn4C)c4ccoc34)cc2)CC1
#24 CCOC(=O)c1ccc(CC(=O)c2ccc(O)cc2O)o1
#30 CC(=O)Nc1ccc(NC(=O)c2ccc(-c3ccnn3C)c3ccoc23)cc1
compound no.,7,24,30
PLK1 PBD block,-9%,-1%,-12%
Mm-Cpn inhibitor,/,1%,/
CCT chaperon mod,2.3,-1.1,0.4
WRN inhibitor,-15%,-5%,-10%
EPAC1 antag,-11%,0%,-25%
EPAC1 ag,0%,-1%,2%
PI5P4Ka inh,4,-9,-17
EPAC2 antag,-5%,-2%,12%
